# COUP-TFII inh: NR2F2 (human) inhibition, primary screen; P24468; HEK293T NGFI-A luciferase reporter, luminescence; inhibition, % at 8.6 µM; 370,000 compounds, 0.7% hits; AID 686940;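 active = inhibition above a per-plate cutoff, mean inhibition of test wells between control levels plus 3 SD, cut at about 38% in these data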;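 note: cells cotransfected with COUP-TFII expression vector driving the NGFI-A reporter; 0% = median of COUP-TF2 test wells and 100% = reporter-only cells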
# Target sequence (P24468 whole entry, looked up): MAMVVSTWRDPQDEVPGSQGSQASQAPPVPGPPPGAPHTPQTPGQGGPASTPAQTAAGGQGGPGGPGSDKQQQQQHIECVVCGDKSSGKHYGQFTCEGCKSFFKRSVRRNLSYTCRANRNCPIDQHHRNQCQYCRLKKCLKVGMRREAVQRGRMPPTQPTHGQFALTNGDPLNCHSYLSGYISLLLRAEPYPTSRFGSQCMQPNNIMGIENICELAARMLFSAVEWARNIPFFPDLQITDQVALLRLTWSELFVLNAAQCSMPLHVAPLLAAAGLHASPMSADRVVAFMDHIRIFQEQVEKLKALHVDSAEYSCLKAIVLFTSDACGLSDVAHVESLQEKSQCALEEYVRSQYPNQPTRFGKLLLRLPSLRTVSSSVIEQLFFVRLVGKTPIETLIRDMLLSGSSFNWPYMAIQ
# KKLEB tox: counter-screen for CF NF-kB inhibitors: cytotoxicity. KKLEB CF airway cells viability, ATPlite luminescence, overnight; hits give low values; cells stimulated with P. aeruginosa culture filtrate. activity change (cytotoxicity), % at 5 µM. 360,000 compounds, 0.36% hits. AID 602141;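 active = corrected activity change at or below -50% at 5 µM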
# C8 TRAIL sens: caspase-8 TRAIL sensitization | NB7+C8 cells + TRAIL, ATPlite viability luminescence | inhibition (viability loss, TRAIL sensitization), % at 10 µM | 360,000 compounds, 1% hits | AID 624354;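 active = compounds causing at least 50% loss of cell viability in the single-dose screen, relative to plate controls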
# TWEAK Fn14 block: blocks TWEAK-Fn14 interaction in a reporter cell assay | TWEAK-stimulated Fn14 reporter cells, luciferase luminescence, 8 h | inhibition, % at 10 µM | 360,000 compounds, 2% hits | AID 1159606; in the data active = inhibition above about 50%
# TROY NFkB inh: inhibitors of TROY-dependent NF-kB signaling; Q293 LMP1-TROYcd NF-kB luciferase reporter, 4 h; inhibition, % at 10 µM; 360,000 compounds, 0.98% hits;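 active = compounds whose plate-normalised and pattern-corrected inhibition of the luciferase reporter signal at the single screening dose is 50% or more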
# NCOA3 inh: inhibitors of human steroid receptor coactivator 3 (SRC3); Q9Y6Q9; HEK293 GAL4-SRC3 luciferase reporter, luminescence; inhibition, % at 3.6 µM; 360,000 compounds, 0.17% hits; AID 588352;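 active = inhibition above a per-campaign cutoff, the mean of all compounds plus 3 SD, cut at about 60% in these data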;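 note: 0% = DMSO-treated cells and 100% = gossypol-treated cells at 36 µM; higher means less SRC3-driven luciferase light from the GAL4 reporter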
# SRC1 inh: inhibitors of human steroid receptor coactivator 1 (SRC1). Q15788. HEK293 GAL4-SRC1 luciferase reporter, luminescence. inhibition, % at 3.6 µM. 360,000 compounds, 0.12% hits. AID 588354;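 active = inhibition above the campaign mean plus 3 SD, with each screening campaign given its own cutoff, cut at about 60% in these data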;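 note: 0% = DMSO treated cells and 100% = gossypol at 36 µM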
# NR5A2 inv ag: inverse agonists of human LRH-1 (NR5A2); 360,000 compounds, 0.13% hits; HEK293T StAR-luciferase reporter, LRH-1 transfected, 24 h; inhibition, % at 3.6 µM;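 active = inhibition above the mean inhibition of all tested compounds plus 3 SD, cut at about 73% in these data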;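 note: 0% = DMSO wells and 100% = reporter-only cells lacking LRH-1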
# Target sequence (O00482 whole entry, looked up): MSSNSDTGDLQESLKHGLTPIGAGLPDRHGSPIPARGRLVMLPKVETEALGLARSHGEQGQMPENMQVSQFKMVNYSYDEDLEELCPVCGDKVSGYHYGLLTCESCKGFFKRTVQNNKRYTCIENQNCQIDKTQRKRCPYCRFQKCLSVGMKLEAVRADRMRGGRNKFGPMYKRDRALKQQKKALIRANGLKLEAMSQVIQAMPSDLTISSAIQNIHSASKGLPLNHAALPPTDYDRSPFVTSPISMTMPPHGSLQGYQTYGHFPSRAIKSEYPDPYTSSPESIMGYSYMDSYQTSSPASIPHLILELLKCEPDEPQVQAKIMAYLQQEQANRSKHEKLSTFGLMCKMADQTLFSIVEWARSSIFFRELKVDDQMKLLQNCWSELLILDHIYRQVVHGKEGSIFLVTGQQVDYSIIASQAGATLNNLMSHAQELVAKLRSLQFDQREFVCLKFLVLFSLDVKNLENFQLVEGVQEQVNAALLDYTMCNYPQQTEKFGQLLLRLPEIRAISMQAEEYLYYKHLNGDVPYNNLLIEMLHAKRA
# CF NFkB inh: blocks PAF-induced NF-kB reporter in cystic fibrosis cells; KKLEB NF-kB-GFP reporter, GFP fluorescence overnight; inhibition, % at 5 µM; 360,000 compounds, 0.86% hits;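 active = at least 50% inhibition at 5 µM, scaled per plate between neutral and stimulator controls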;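 note: PAF is a Pseudomonas aeruginosa culture filtrate used as stimulus; plate controls were PAF-stimulated DMSO wells for no effect and unstimulated DMSO wells for full effect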
# LMP1 NFkB inh: inhibitors of Epstein-Barr LMP1-induced NF-kappaB reporter. LMP1-induced NF-kappaB luciferase reporter cells, luminescence. inhibition, % at 12.5 µM. 350,000 compounds, 0.69% hits. AID 504558; in the data active = inhibition above about 41%;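 note: 0% = neutral control wells and 100% = reference inhibitor control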
# Shn3 3UTR inh: Schnurri-3 reporter inhibition in Clone20 osteoblasts. Clone20 osteoblast Shn3 3'UTR firefly luciferase, 24 h. inhibition, % at 12.5 µM. 360,000 compounds, 0.52% hits. AID 588674;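 active = mean inhibition of at least 75% with every replicate also reaching 75%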;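 note: 0% = median of neutral control wells and 100% = pilot-screen positive control compound; some compounds past the cut are filed as inactive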
# * = called active by the depositor; nt = not tested or not shown. Only part of the results is shown; the hit share may differ from the screen's.
mol,C8 TRAIL sens,KKLEB tox,CF NFkB inh,SRC1 inh,TROY NFkB inh,Shn3 3UTR inh,LMP1 NFkB inh,COUP-TFII inh,TWEAK Fn14 block,NCOA3 inh,NR5A2 inv ag
Cc1ccc(C)c(S(=O)(=O)NCc2ccc(C(=O)N3CCOCC3)cc2)c1,-18,-2,-2,-2,1,5,-2,9,2,4,5
CSc1nnc2c(n1)c(C)nn2-c1cccc(C)c1,3,12,0,-20,-57,-40,-16,-15,-8,-40,0
NN1C(=O)/C(=C2/Sc3ccccc3N2CCCS(=O)(=O)O)SC1=S,20,3,16,-24,-13,5,-6,-1,-1,-26,-4
Cc1ccc(-c2nc3cnccn3c2Nc2ccc3c(c2)OCO3)cc1,5,-11,28,-6,-56,11,10,-57,-40,-22,-16
Cc1cccc(NC(=S)N2CCCCC2c2cccnc2)c1C (stereo not given),-1,-2,-4,4,-6,nt,-8,-20,-8,20,12
O=C(OCc1cnc(Cl)s1)c1cccc(Cl)c1,-2,9,1,0,5,-16,-6,-12,22,25,-2
Cc1cc(C(=O)NCCN2CCOCC2)ccc1[N+](=O)[O-],-9,-13,-15,-5,-10,-1,-12,7,5,8,1
NS(=O)(=O)c1cccc(NC(=O)CN2CCCc3ccccc32)c1,-3,6,-10,-20,1,-22,-3,6,-1,0,-15
O=C(Nc1cccc(-c2cn3ccccc3n2)c1)c1cccs1,-4,-2,-5,-12,-22,-8,-6,-7,0,5,1
Cc1ccc(CN2CCN(Cc3cc4ccccc4o3)CC2CCO)cc1 (stereo not given),1,-6,-2,1,11,5,-1,7,-7,-1,-7
Cc1ccc(Nc2n[nH]c(C)c2[N+](=O)[O-])cc1C,0,-2,2,-99,-41,-137,-24,-44,6,-64,-127
COc1ccc(N2CCN(C(=O)[C@H](C)NC(=O)c3ccccc3Cl)CC2)cc1,1,7,-9,10,-12,17,5,9,26,14,-16
CN(C)c1cccc(C(=O)Nc2cc(C(F)(F)F)ccc2-n2cnc3ccccc32)c1,12,-4,6,4,-16,-21,-7,-3,19,-2,13
CCOc1cccc(/C=N/NC(=O)c2cccnc2)c1O,25,8,-4,32,3,70,8,-10,10,21,-3
CC(=O)C1=C(O)C(=O)N(CCC(=O)O)C1c1ccccc1Cl (stereo not given),-1,-3,11,-8,-19,6,1,4,59*,-3,6
CCN(CC)c1ccc(/C=N/NC(=S)NCc2ccc(OC)cc2)cc1,-2,-5,12,-15,-12,-6,-7,-3,-15,-23,-10
O=C(O)c1cc2ccc3ccccc3c2[nH]1,-10,0,3,-9,4,18,0,15,8,18,-2
CCC(=O)Nc1nc(-c2ccc3c(c2)OCCO3)cs1,26,-6,-12,-102,-64,-83,-44,-53,-30,-122,-160
COCCN=C(NS(=O)(=O)c1cccs1)c1ccccc1Cl,-8,12,18,0,-14,3,4,18,-3,18,12
C[C@]12CC[C@@H]3c4cc(O)c(O)cc4CC[C@H]3[C@@H]1CC[C@@H]2O,13,16,55*,-1,-13,23,-4,-2,49,-20,7
COc1ccc(NC(=O)CN(C)C(=O)c2sc3cc(Cl)ccc3c2Cl)cc1,-1,12,1,7,1,6,0,-5,3,17,-15
Nc1cc([N+](=O)[O-])ccc1OCc1ccccc1,-12,-29,12,-69,-29,6,-6,-26,-10,-75,-87
COc1ccc(NC(=S)NN2CCOCC2)cc1OC,-12,8,0,4,4,-10,3,-4,-13,6,12
CCN(CC)c1ccc(NC(=S)NCC2CCCO2)cc1 (stereo not given),3,6,9,-79,-26,20,-10,-26,-24,-59,-73
O=C(C[C@H]1C[C@@H]2c3cc(NC(=O)C4CCC4)ccc3O[C@@H]2[C@H](CO)O1)NC1CCCCC1,-5,4,-11,-14,5,-1,1,-1,-25,7,4
CCOC(=O)c1c(NC(=O)CSC(=S)N2CCOCC2)sc(C)c1C,-5,-5,2,-10,19,16,-7,-4,10,0,9
CCc1nc2ccc(C(=O)N3CCN(C(=O)c4ccco4)CC3)cn2c1N(C)C(=O)c1cccc(OC)c1,0,-9,5,7,-10,-2,nt,-1,-18,13,-4
CC(C)N=C(Nc1ccccc1)c1cccnc1,-6,9,2,0,8,3,0,-3,-6,2,1
Cc1ccc(C(=O)NNC(=O)c2ccncc2)cc1C,15,6,0,8,2,-4,5,16,-8,-26,-8
CCn1c(COc2ccccc2)nnc1SCC(=O)Nc1cc(C)ccc1OC,8,15,-4,-18,19,24,8,13,9,-8,-5
COc1ccc(C(=O)NC(=S)NC2CCCCC2)cc1,4,2,16,-61,-75,-96,-61,-41,-26,-38,-102
COc1ccc(CNS(=O)(=O)c2cc(-c3cc(C)no3)ccc2OC)cc1OC,-8,8,-8,-1,11,-11,-1,-6,2,1,10
O=C1NC(=O)/C(=C/c2ccc(OS(=O)(=O)c3ccc(F)cc3F)cc2)N1,-9,-8,10,6,5,-2,0,-8,-19,10,-9
Cc1cc(C)c2nc(NNC(=O)c3cc(-c4cccs4)nc4ccccc34)sc2c1,27,-4,12,-12,12,1,16,18,36,5,-1
CCN(CC)C(=O)C1CCN(S(=O)(=O)c2ccc(-n3cnnn3)cc2)CC1,5,3,3,-11,4,10,5,-5,12,11,6
COc1cc(C(C(=O)NC2CCCC2)N(C(=O)Cc2cccs2)C2CC2)cc(OC)c1OC (stereo not given),17,-15,29,-15,-22,7,10,1,-11,-2,4
N#Cc1ccc(-c2nc3ccc(Br)cn3c2Cc2cccc(Cl)c2)cc1,1,-6,0,-7,-12,9,nt,-9,-27,-36,-42
O=C(Nc1nc2ccccc2[nH]1)c1ccc(F)c(S(=O)(=O)N2CCOCC2)c1,-4,2,8,-67,-53,-64,-24,-26,2,-42,-65
O=S(=O)(Nc1cccc(Br)c1)c1cccc2nsnc12,-2,7,-6,-15,3,14,-2,-4,25,3,-17
Cc1cc(Br)ccc1NC(=O)CNC(=O)CN1C(=O)NC2(CCCCCC2)C1=O,5,0,0,-2,-9,-9,7,11,-4,26,9
O=C(CSc1nnc(-c2cccnc2)o1)c1cc2ccccc2oc1=O,2,12,-5,-8,11,-9,-20,0,-19,-11,1
CC(Sc1n[nH]c(=O)n1Cc1ccccc1)C(=O)NC1CCCCC1C (stereo not given),-6,5,12,19,-3,1,8,5,-11,-2,1
N#Cc1ccc(NCC(=O)Nc2ccc3c(c2)OCCO3)cc1,4,-2,6,1,-1,-12,0,-22,16,-11,30
COc1cc(C)c(Br)cc1S(=O)(=O)NCc1ccncc1,35,-4,5,19,-12,69,18,57*,5,33,43
O=C(Cn1cc(C(F)(F)F)ccc1=O)N1CCCc2ccccc21,9,10,-2,-12,-4,7,-3,4,28,9,5
CCn1c(C(=O)N2CCCC(C(=O)NCCCc3ccccc3)C2)cc2sccc21 (stereo not given),2,3,3,4,38,5,4,11,18,3,-7
O=C(NCC1(N2CCOCC2)CCCCC1)c1cccc(S(=O)(=O)N2CCc3ccccc3C2)c1,-15,-4,7,-3,11,10,-21,-2,-6,-11,-19
CCN(CC)S(=O)(=O)c1ccc(NN=C2CCN(C)CC2)c([N+](=O)[O-])c1,1,-12,23,-15,-6,-8,4,12,22,22,13
Cc1cc(C)c(S(=O)(=O)c2cccc(C)c2C)c(=O)[nH]1,-13,7,-3,7,13,5,0,16,1,6,-2
CCCC(C1=C(O)CC(C)(C)CC1=O)C1C(=O)CC(C)(C)CC1=O (stereo not given),1,3,3,-9,-3,3,5,-10,-6,10,22

# The list continues.
mol,C8 TRAIL sens,KKLEB tox,CF NFkB inh,SRC1 inh,TROY NFkB inh,Shn3 3UTR inh,LMP1 NFkB inh,COUP-TFII inh,TWEAK Fn14 block,NCOA3 inh,NR5A2 inv ag
COC(=O)c1cc(Cl)cc(Cl)c1OS(=O)(=O)N(C)C,-4,1,-5,31,-8,-20,0,9,-1,39,6
CCOc1ccccc1NC(=O)C1CCCN1S(=O)(=O)c1ccc2c(c1)C(C)(C)C(=O)N2C (stereo not given),-2,-5,-34,18,1,2,nt,7,1,-10,2
Cc1nn(Cc2ccccc2)c(C)c1CNC(=O)[C@H](C)N=C1NS(=O)(=O)c2ccccc21,0,-10,13,3,-4,2,3,2,-9,0,-34
CCOC(=O)C1(C)NC(c2ccccc2F)C2C(=O)N(c3cccc(C(C)=O)c3)C(=O)C21 (stereo not given),-11,0,10,0,8,9,0,5,2,8,6
O=C(Nc1ncccc1Cl)c1ccccc1F,-8,11,-5,-18,-13,-13,4,11,4,8,-19
O=C(O)c1c2c(nc3ccc(S(=O)(=O)N4CCC(C(=O)NCc5ccc(Cl)cc5)CC4)cc13)CCCC2,-1,19,-30,-6,-15,-23,-6,-9,0,15,-5
OCC[C@H]1C[C@H](O)[C@@H](O)[C@@]2(OCCCc3ccccc32)O1,-4,-1,-8,8,-11,-7,-8,4,-6,14,17
OC(c1ccc(F)cc1)c1nc(-c2ccncc2)cs1 (stereo not given),3,-4,-35,16,-2,73,nt,42*,10,23,17
CC(=O)N1CCN(C(=O)c2ccc(Cl)c(S(=O)(=O)N3CC(C)OC(C)C3)c2)CC1 (stereo not given),19,-4,-13,12,0,-5,6,4,-11,13,16
O=C(NCC1CCCN(C(=O)CN2CCCCC2)C1)c1ccccc1Cl (stereo not given),1,-2,1,2,-26,-22,-5,5,-17,3,-7
CCOC(=O)C(=NCCCN(C)C)NNc1ccc(Br)cc1,-9,2,0,-8,-17,2,-3,2,-13,13,7
Cc1ccc(-n2c(SCC(=O)Nc3ccc(Cl)cc3)nc(O)cc2=O)cc1,12,16,-7,-38,-12,-41,3,6,-2,-14,29
NC(=O)c1cc2cc(Br)ccc2oc1=NCc1ccccc1,1,-17,21,13,-6,-3,0,-8,13,30,15
COc1ccc(NC(=S)NCCc2c(C)[nH]c3ccc(OC)cc23)cc1,-2,-11,12,7,-8,-43,0,1,5,10,6
O=C(c1ccccc1F)N1CCN(c2cccc(C(F)(F)F)c2)CC1,-6,4,8,0,-22,13,6,4,-24,-11,-2
CCOC(=O)c1c(NC(=S)Nc2ccccc2)sc(C)c1C,1,-8,4,-11,-4,-8,7,3,25,5,5
COC(=O)c1c(NC(=O)c2ccccc2N(C)S(=O)(=O)c2ccccc2)sc2c1CCCC2,1,-8,26,-14,13,70,16,-7,15,-17,4
Cc1cc(C)nc(NS(=O)(=O)c2ccc(N/C=C\C(=O)c3ccc(Cl)cc3)cc2)n1,7,6,-31,-30,-6,10,3,-7,-8,-41,-116

# Individual results from the results shown.
# O=C(O)c1c2c(nc3ccc(S(=O)(=O)N4CCC(C(=O)NCc5ccc(Cl)cc5)CC4)cc13)CCCC2 in NCOA3 inh is entered as 15
# CC(=O)N1CCN(C(=O)c2ccc(Cl)c(S(=O)(=O)N3CC(C)OC(C)C3)c2)CC1 (stereo not given) in KKLEB tox is entered as -4
